Screens: PubChem BioAssay, several laboratories
TAAR1 antagonist – human TAAR1 antagonism; Q96RJ0; inhibition, % at 3 µM; CHO RD-HGA16 TAAR1, Fluo-8 calcium fluorescence, antagonist; actives 1.5% (n = 360,000);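 active means inhibition above a per-plate cutoff, the mean inhibition of test compounds on that plate plus 3 SD, cut at about 49% in these data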;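 further: 0% = DMSO plus EC80 beta-PEA response and 100% = DMSO alone without agonist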
Target sequence (Q96RJ0 whole entry, looked up): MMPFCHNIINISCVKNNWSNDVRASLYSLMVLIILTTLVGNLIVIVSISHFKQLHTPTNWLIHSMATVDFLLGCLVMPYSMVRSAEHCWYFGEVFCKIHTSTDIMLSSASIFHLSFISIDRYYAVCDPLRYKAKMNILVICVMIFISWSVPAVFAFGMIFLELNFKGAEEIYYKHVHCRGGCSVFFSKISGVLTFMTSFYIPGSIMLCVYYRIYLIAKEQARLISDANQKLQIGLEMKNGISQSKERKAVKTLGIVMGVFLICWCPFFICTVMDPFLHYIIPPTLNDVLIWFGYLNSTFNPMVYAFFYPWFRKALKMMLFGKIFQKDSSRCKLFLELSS
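Assay system: RD-HGA16 CHO cells with stable hTAAR1 and Gα16 / Reagent: EC80 β-phenethylamine stimulus / Doses: 3 µM, single point / Timing: dye loading 75 min at 37 °C, then 30 min room temperature / Measured by: Fluo-8 intracellular calcium dye fluorescence, real-time kinetic reads / Controls: vehicle wells and EC80 agonist wells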
CHRM5 PAM – CHRM5 positive allosteric modulation; P08912; AID 624038; CHO-K1 hM5, Fluo-8 calcium, ACh EC20 PAM; 0% = ACh EC20, 100% = ACh EC100; activation, % at 3 µM; actives 0.3% (n = 360,000);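 active means activation above the run cutoff, the mean activation of all test compounds plus 3 SD, cut at about 18% in these data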
Target sequence (P08912 whole entry, looked up): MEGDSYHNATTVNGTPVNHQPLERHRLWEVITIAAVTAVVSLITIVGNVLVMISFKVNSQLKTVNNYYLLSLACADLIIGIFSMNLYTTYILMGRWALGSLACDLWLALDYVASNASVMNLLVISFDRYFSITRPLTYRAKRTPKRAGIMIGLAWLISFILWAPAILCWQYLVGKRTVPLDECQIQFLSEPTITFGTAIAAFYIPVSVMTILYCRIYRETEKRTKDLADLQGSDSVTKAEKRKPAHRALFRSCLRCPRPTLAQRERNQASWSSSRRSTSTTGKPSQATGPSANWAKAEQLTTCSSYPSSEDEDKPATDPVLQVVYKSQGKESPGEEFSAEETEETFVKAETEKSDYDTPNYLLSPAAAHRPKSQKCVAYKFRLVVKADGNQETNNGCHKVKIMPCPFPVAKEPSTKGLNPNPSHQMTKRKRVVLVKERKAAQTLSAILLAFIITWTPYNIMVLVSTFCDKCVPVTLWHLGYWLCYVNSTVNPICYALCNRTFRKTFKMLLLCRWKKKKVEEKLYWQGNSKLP
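Replicates: One well per compound, no replicates | System: Human M5 receptor in CHO-K1 cells | Benchmarks: Low control EC20 acetylcholine (0%), high control EC100 acetylcholine (100%) | Probe or stimulus: Acetylcholine, EC20 level | Times: Fluo-8 loading 80 min at 37 °C plus 30 min room temperature | Signal: Intracellular calcium via Fluo-8 fluorescence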
M5 ag – agonists of human muscarinic M5 receptor (CHRM5). activation, % at 3 µM. actives 0.19% (n = 360,000). P08912. CHO-K1 hM5 cells, Fluo-8 calcium fluorescence; 0% DMSO wells, 100% maximal acetylcholine response;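 active means activation above the run's mean over test compounds plus 3 SD, cut at about 23% in these data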;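 further: signal is peak over basal fluorescence ratio across the kinetic read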
CHRM4 PAM – CHRM4 positive allosteric modulation; actives 0.4% (n = 360,000); activation, % at 3 µM; CHO-K1 hM4/Gqi5, Fluo-8 calcium fluorescence, ACh EC20; 0% = ACh EC20, 100% = maximal ACh; P08173;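 active means activation above its plate's cutoff, the mean activation of sample wells plus 3 SD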; further: some results filed as inactive read as strong as hits
CRFR2-BP antag – antagonists of CRF-binding protein/CRF-R2 receptor complex. HEK293 CRF-R2/CRF-BP, CRF-induced calcium fluorescence. inhibition, % at 11.8 µM. actives 0.59% (n = 350,000);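 active means inhibition of the ligand-induced calcium signal above about 50% at the single tested concentration, limit read from the data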
CRFR2-BP ag – CRF-BP/CRF-R2 complex agonism; HEK293 CRF-R2/CRF-BP, calcium dye fluorescence (FLIPR); percent of saturating CRF peptide response; activation, % at 13.2 µM; actives 0.46% (n = 350,000); AID 588473;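 active means activation of at least 50%, plus an integration ratio under a set limit after plate pattern correction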;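 further: plate controls were neutral control wells without compound for no effect and CRF at EC100 for full effect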
M1 PAM parental – counter-screen for M1 PAMs: effect in parental CHO-K1 cells. ATP EC20, Fluo-8 calcium fluorescence; 0% at ATP EC20, 100% at ATP max. activation, % at 3 µM. actives 0.02% (n = 360,000). AID 602247;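 active means activation above the run cutoff, the mean activation of all test compounds plus 3 SD, cut at about 40% in these data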;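 further: peak over basal fluorescence ratio in a 140 s read after ATP addition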
TAAR1 agonist – agonists of human TAAR1; Q96RJ0; CHO RD-HGA16 TAAR1, Fluo-8 calcium fluorescence; vehicle wells 0%, saturating PEA agonist 100%; activation, % at 3 µM; actives 0.99% (n = 360,000);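 active means activation above the mean activation of all test compounds in the run plus 3 SD, cut at about 38% in these data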
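Test system: RD-HGA16 (CHO) cells co-expressing Gα16 and hTAAR1 | Doses: Single dose, 3 µM | Schedule: 17-24 h seeding, 75 min 37 °C dye, 30 min RT | Evaluation: % activation from peak over basal fluorescence ratio, DMSO-to-PEA scaled | Technique: Kinetic Fluo-8 calcium fluorescence | Benchmarks: Low control DMSO, high control PEA (EC100)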
M5 antag – CHRM5 antagonism in calcium assay. P08912. CHO-hM5 cells, Fluo-8 calcium fluorescence, ACh EC80. inhibition, % at 3 µM. actives 0.59% (n = 360,000);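 active means inhibition above a per-plate cutoff, the mean of that plate's test compounds plus 3 SD, cut at about 27% in these data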;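 further: 0% = acetylcholine EC80 with DMSO and 100% = DMSO without agonist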
Numbers without * were called inactive; x = no result given.

SMILES	TAAR1 antagonist	CHRM5 PAM	M5 ag	CHRM4 PAM	CRFR2-BP antag	CRFR2-BP ag	M1 PAM parental	TAAR1 agonist	M5 antag
Nc1nc(SCC(=O)Nc2ccc([N+](=O)[O-])cc2)[nH]c(=O)c1NC(=O)c1ccc(Br)o1	5	-2	-1	6	11	2.5	-11	0	-5
CCCC[C@@H]1CNC(=O)C(=O)N1CCCCC1CCCCC1	-21	3	5	9	x	x	10	3	1
CCc1ccc(NC(=O)CNC(=O)Cn2ccc3ccccc3c2=O)cc1	-13	2	-2	1	0	1.0	2	-1	6
CN1CCN(S(=O)(=O)c2ccc(SCCOc3ccccc3)nc2)CC1	3	-1	-1	6	9	-1.4	25	7	1
COc1ccc(CN2C(=O)CSCC2(C)C(=O)Nc2c(C)cccc2C)cc1OC (stereo not drawn)	-31	0	-1	-2	x	x	x	2	1
Cc1ccccc1CNC(=O)Cn1cnc(S(=O)(=O)N2CCCC2)c1	-17	5	-3	5	7	1.0	15	2	-17
Cc1cc(C)c(NC(=O)C(C)(C)C)c(Cl)c1	-9	3	-1	11	-1	-0.7	10	-2	-1
CCN(CC)C(=O)C(=O)c1c(-c2ccccc2)[nH]c2ccccc12	15	-4	-1	2	3	-0.2	1	-1	8
CCn1c(SCC(=O)NC2CCCCC2)nnc1-c1cc2cccc(OC)c2o1	13	-9	-5	1	12	-3.5	9	5	-2
O=C1NC(c2ccccc2)(C(F)(F)F)SC2=NCCCN12 (stereo not drawn)	-16	-2	-1	-2	1	0.4	12	2	5
CCOC(=O)CSC1=NC(=O)CS1	-4	0	-1	4	6	-0.1	13	1	2
Oc1ccc(-c2[nH]nc(-c3ccccc3)c2-c2nc3ccccc3[nH]2)cc1	13	-5	-3	7	7	1.3	2	0	10
COc1ccc(NC(=O)CS(=O)(=O)c2ccc(F)cc2)cc1	6	-3	1	-7	-9	-0.6	-8	1	4
O=C(c1cnn2c(C(F)F)cc(-c3ccccc3)nc12)N1CCCc2ccccc21	x	2	0	4	-9	0.0	13	x	5
COc1ccc(OCCCC(=O)Oc2ccc(OC)cc2)cc1	-15	1	2	5	12	-0.2	9	0	-2
O=[N+]([O-])c1ccc(NN=Cc2ccc3c(c2)OCO3)nc1	-9	-1	2	2	-8	1.9	12	0	9
C[C@]12c3[nH]c4ccc(Cl)cc4c3CCN1C(=O)[C@@H](CC(=O)NCc1ccco1)C[C@@H]2C(=O)N1CCOCC1	-25	2	-1	0	8	-0.1	11	3	-15
COCCNC(=O)C1(C)CCCN(C(=O)c2ccccc2OC)C1 (stereo not drawn)	-9	-2	-2	1	x	x	-4	0	-6
COc1ccc(Nc2cc(Cl)nc(N)n2)cc1OC	-5	7	0	-2	2	-1.3	22	2	-2
CC1(c2nnc(Cc3ccccc3)o2)CC(c2ccc(C#N)cc2)=NO1 (stereo not drawn)	-11	-2	2	10	3	-3.5	-2	15	0
O=C(O)CCCn1cc(NC(=O)COc2ccc([N+](=O)[O-])cc2)cn1	6	-7	-4	3	6	-0.9	5	3	2
Cc1ccc(CNC(=O)CCS(=O)(=O)Cc2ccc(C)cc2)cc1	1	-3	-6	-1	4	-4.1	8	-2	7
CCOCCOC(=O)C(C)Oc1ccc(Oc2ncc(Cl)cc2Cl)cc1 (stereo not drawn)	-8	0	-6	11	37	-1.0	14	-2	-6
O=C(NC(Cc1ccccc1)c1ccc2c(c1)OCCCO2)c1ccccc1 (stereo not drawn)	0	-4	0	-5	32	-5.0	-10	17	1

The final four records of the part before are carried over, then new ones follow.
SMILES	TAAR1 antagonist	CHRM5 PAM	M5 ag	CHRM4 PAM	CRFR2-BP antag	CRFR2-BP ag	M1 PAM parental	TAAR1 agonist	M5 antag
O=C(O)CCCn1cc(NC(=O)COc2ccc([N+](=O)[O-])cc2)cn1	6	-7	-4	3	6	-0.9	5	3	2
Cc1ccc(CNC(=O)CCS(=O)(=O)Cc2ccc(C)cc2)cc1	1	-3	-6	-1	4	-4.1	8	-2	7
CCOCCOC(=O)C(C)Oc1ccc(Oc2ncc(Cl)cc2Cl)cc1 (stereo not drawn)	-8	0	-6	11	37	-1.0	14	-2	-6
O=C(NC(Cc1ccccc1)c1ccc2c(c1)OCCCO2)c1ccccc1 (stereo not drawn)	0	-4	0	-5	32	-5.0	-10	17	1
CCOc1ccc(-c2nnc(NC(=O)COc3ccccc3F)o2)cc1	-37	4	0	8	3	-0.2	-4	-1	-4
COc1cc(/C=N/NC(=O)Cc2c[nH]c3ccccc23)cc(OC)c1OC	-11	-4	2	-6	8	-1.2	6	5	-4
CC(C)(C)NS(=O)(=O)c1ccc(NS(C)(=O)=O)cc1	-1	0	1	10	16	-0.6	10	1	2
CC(=O)Nc1ccc(S(=O)(=O)NCCC(=O)OCc2csc(CC(=O)Nc3ccccc3C)n2)cc1	5	2	1	5	-2	0.6	21	0	5
CCN(CC)CCCNC(=S)N(Cc1cccnc1)Cc1cc2cccc(C)c2[nH]c1=O	18	7	-9	-5	-2	0.7	8	1	7
COc1ccc(N(C(=O)c2cccc([N+](=O)[O-])c2)S(=O)(=O)c2cccs2)cc1	2	-1	-7	2	19	-1.0	-5	7	23
CNC(=S)N(CCCO)Cc1cc2cc3c(cc2[nH]c1=O)OCO3	5	2	0	-2	7	0.3	2	0	2
CCC(C)c1ccc(S(=O)(=O)N2CCN(C(=O)COc3ccc4c(C)cc(=O)oc4c3)CC2)cc1 (stereo not drawn)	29	4	-2	7	1	2.1	14	1	-3
CCOC(=O)C1CCCN(C(=O)c2cc(Cl)ccc2Cl)C1 (stereo not drawn)	8	-1	-1	6	13	-0.3	11	16	-4
O=C(NCCCN1CCOCC1)c1ccc2c(c1)N(Cc1ccccc1)C(=O)c1ccccc1S2	0	-10	-2	-9	-2	-1.0	15	6	20
CN1C(C)(C)CC(O)(C(=O)O)CC1(C)C	-17	2	-1	-2	x	x	10	-1	0
COC(=O)C1=C(C)N=C2SCCC(=O)N2C1c1ccc(OC(=O)c2ccco2)cc1 (stereo not drawn)	-16	6	-2	3	18	0.6	-5	11	-7
CC(C)c1cccc(-c2csc(C(C)(O)c3ccncc3)n2)c1 (stereo not drawn)	17	-12	2	-1	x	x	8	3	17
COc1ccccc1CNC(=O)C(NC(=O)C1CCCCC1)C(C)C (stereo not drawn)	-18	3	2	1	15	-5.3	11	-2	6
CCOc1cc(/C=N/Nc2nncc(-c3ccccc3)n2)ccc1O	32	-6	-1	-11	17	-1.4	15	9	-10
O=C(N/N=C/c1ccc(OC2CSC2)cc1)c1ccccc1	7	-6	2	-11	31	8.0	18	16	7
CCCC(=O)Nc1ccc2nc(C)n(Cc3ccccc3Cl)c(=O)c2c1	11	4	1	-3	-2	-2.1	8	0	5
O=C(COC(=O)c1ccc(O)cc1O)c1ccc2c(c1)OCCO2	0	-5	2	4	0	0.1	4	9	6
CC(C)(Oc1ccc(Cl)cc1)C(=O)OCC(=O)N1CCCC1	-18	0	5	3	12	-0.1	16	3	-1
CCOc1ccc(CCNC(=O)Cn2c(=O)c3cccn3c3cccnc32)cc1	-13	0	-3	1	21	1.7	-3	6	-3
COc1ccc(NC(=O)CN(C)C(=O)c2cccc(S(=O)(=O)N3CCCc4ccccc43)c2)cc1	-18	-9	-3	5	0	0.8	8	12	-1
CCOc1ccc(NC(=O)CN2C(=O)C3CCCN3C2=O)cc1 (stereo not drawn)	-23	-3	-1	7	-3	0.7	-6	5	-1
CCc1noc(C)c1C(=O)Nc1nnc(C(CC)CC)s1	5	0	2	21	-14	2.5	1	1	5
CCCC/S(C)=N/S(=O)(=O)c1ccc(C)cc1 (stereo not drawn)	12	6	0	16	17	-0.2	21	-1	-2
NS(=O)(=O)c1ccc(CCNc2ccccc2[N+](=O)[O-])cc1	3	0	-1	-8	8	-1.7	1	-3	10
CCOc1ccc(C(O)Cn2c(=N)n(CCN3CCCCC3)c3ccccc32)cc1 (stereo not drawn)	-17	-3	-6	-7	-16	-0.2	-16	4	-2
CCC(ONc1ccccc1C(F)(F)F)(C(=O)NN(C)C)c1ccccc1 (stereo not drawn)	-5	12	2	12	5	-1.3	-9	6	-9
O=C1CC(C(=O)N2CCN(S(=O)(=O)c3cccc(F)c3)CC2)CN1Cc1ccccc1Cl (stereo not drawn)	0	-1	0	-7	-3	0.7	-5	2	-3
C/C(CC(=O)Nc1ccc(Cl)cn1)=N\NC(=O)Cc1cccs1	22	-6	-3	6	-6	0.3	16	0	8
COC(=O)c1sc(N2CCN(c3ccc(Cl)cc3)CC2)nc1N	21	-15	-2	-7	-7	-0.6	4	5	6
Cc1nc([N+](=O)[O-])c(C(=O)OCc2ccc(C#N)cc2)n1C	2	3	-4	0	6	-1.0	-7	0	11
Cc1c(CCO)c(=O)[nH]n1C(=O)c1ccc(F)cc1	13	-1	-2	8	0	-0.4	20	14	1
COCCCNC1=C(Cl)C(=O)c2ccccc2C1=O	-19	-5	-3	-4	5	-0.4	11	4	5
Cc1ccc(C(C)(C)C)cc1S(=O)(=O)Nc1cccc(C(=O)N2CCN(c3ccccn3)CC2)c1	61*	-14	9	-10	-31	8.1	-14	15	19
CCOC(=O)c1c(C)[nH]c(C(=O)N/N=C\c2ccccc2O)c1C	25	-7	5	-13	-7	1.4	20	16	1
CCOC(=O)Cn1c(SC)nc2sc3c(c2c1=O)CC(C)(C)OC3	18	6	2	20	0	-0.8	9	0	-7

Reformatted with values under each structure: 2 of the compounds above.
Order of results: TAAR1 antagonist, CHRM5 PAM, M5 ag, CHRM4 PAM, CRFR2-BP antag, CRFR2-BP ag, M1 PAM parental, TAAR1 agonist, M5 antag
COCCCNC1=C(Cl)C(=O)c2ccccc2C1=O
    -19, -5, -3, -4, 5, -0.4, 11, 4, 5
Cc1ccc(C(C)(C)C)cc1S(=O)(=O)Nc1cccc(C(=O)N2CCN(c3ccccn3)CC2)c1
    61*, -14, 9, -10, -31, 8.1, -14, 15, 19

Later entries
SMILES	TAAR1 antagonist	CHRM5 PAM	M5 ag	CHRM4 PAM	CRFR2-BP antag	CRFR2-BP ag	M1 PAM parental	TAAR1 agonist	M5 antag
CCN(CC)c1ccc(N2C(=O)/C(=C/c3cccnc3)SC2=S)cc1	3	6	-6	0	-31	-4.3	15	6	-6
O=c1c2ccccc2ncn1-c1ccc(Cl)cc1[N+](=O)[O-]	3	-4	-3	1	-4	-0.4	17	1	6
CC(C)(C)OC(=O)n1cc(C(=O)c2ccccc2O)cn1	7	0	-1	1	-6	-1.3	5	-1	0
O=c1c(O)c(-c2ccc(O)c(O)c2)oc2cc(O)cc(O)c12	-46	21*	10	14	-107	5.2	16	30	-15
C/C(=N\S(=O)(=O)c1ccc(C)cc1)N(C)C	-3	2	1	11	-2	-1.0	-10	0	4
O=C1c2ccccc2S(=O)(=O)N1CC(O)Cn1c2ccccc2c2ccccc21 (stereo not drawn)	62*	0	16	-5	-17	0.0	8	37	13
COCC(C)NC(=O)COCc1cc(-c2ccc3c(c2)OCO3)on1 (stereo not drawn)	-3	-4	-1	1	6	-1.0	13	2	12
